From PubChem
hIAP inh: blocks human intestinal alkaline phosphatase | purified IAP, CDP-Star luminescence, 30 min | inhibition, % at 10 µM | hit rate 0.12% among 330,000;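 active means inhibition reaching a set limit with compound at 10 µM in the primary screen, cut at about 35% in these data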;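 further: plate controls were DMSO wells with enzyme for no effect and no-enzyme buffer wells for full effect; values of inactives mirror those of a sister screen read the other way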
Target sequence (P09923 whole entry, looked up): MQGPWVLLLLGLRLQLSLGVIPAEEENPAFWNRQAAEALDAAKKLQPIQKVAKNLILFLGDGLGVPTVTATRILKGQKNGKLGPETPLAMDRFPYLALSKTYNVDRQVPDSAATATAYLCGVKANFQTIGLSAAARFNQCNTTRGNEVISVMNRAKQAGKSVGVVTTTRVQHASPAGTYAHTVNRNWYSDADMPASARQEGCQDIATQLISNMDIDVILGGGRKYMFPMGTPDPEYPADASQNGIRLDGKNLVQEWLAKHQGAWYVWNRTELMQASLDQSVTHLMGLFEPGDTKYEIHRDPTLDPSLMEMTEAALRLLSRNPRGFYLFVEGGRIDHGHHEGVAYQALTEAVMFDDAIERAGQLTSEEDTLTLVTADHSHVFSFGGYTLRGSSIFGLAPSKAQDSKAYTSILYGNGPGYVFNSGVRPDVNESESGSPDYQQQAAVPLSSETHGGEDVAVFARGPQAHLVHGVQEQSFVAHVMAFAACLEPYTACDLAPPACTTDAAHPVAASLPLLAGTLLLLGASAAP
Apaf-1 inh: human Apaf-1 inhibition; reconstituted apoptosome caspase-3 activity, DEVD-Rh110 fluorescence; AID 489030; hit rate 0.71% among 330,000; inhibition, % at 20 µM; O14727; active means inhibition of at least 40% at 20 µM;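 further: plate controls were DMSO wells for no effect and DEVD-CHO caspase inhibitor wells for full effect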
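System – cell-free apoptosome with Apaf-1, procaspase-3 and caspase-9 · Buffer or medium – pH 7.5 Hepes buffer with CHAPS, BSA, DTT · Also added – cytochrome c with DEVD-Rh110 · Times – 30 min compound preincubation, 50 min activation, room temperature · Technique – Rh110 fluorescence intensity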
mIAP activ: mouse IAP activation. muIAP, CDP-Star luminescence, 30 min; stronger effect = higher value; 1 = vehicle-only enzyme signal, 0 = enzyme-free wells. activation factor at 10 µM. hit rate 0.24% among 330,000;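 active means activation factor of at least 2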; further: the source names both 10 and 20 µM as test concentration; values of inactives mirror those of a sister screen read the other way
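also added = chemiluminescent substrate CDP-Star | test system = mouse IAP enzyme | signal = chemiluminescence readout | compound = DMSO-dissolved test compounds | incubation = 30 min at room temperature | benchmarks = DMSO wells, no-enzyme wells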
ATG4B inhibitor: ATG4B (human) cysteine protease inhibition. Q9Y4P1. ATG4B cleavage of LC3-PLA2, NBD-HPC fluorescence, 1 h. inhibition, % at 8.33 µM. hit rate 0.51% among 340,000; in the data active means inhibition above about 40%
Target sequence (Q9Y4P1 whole entry, looked up): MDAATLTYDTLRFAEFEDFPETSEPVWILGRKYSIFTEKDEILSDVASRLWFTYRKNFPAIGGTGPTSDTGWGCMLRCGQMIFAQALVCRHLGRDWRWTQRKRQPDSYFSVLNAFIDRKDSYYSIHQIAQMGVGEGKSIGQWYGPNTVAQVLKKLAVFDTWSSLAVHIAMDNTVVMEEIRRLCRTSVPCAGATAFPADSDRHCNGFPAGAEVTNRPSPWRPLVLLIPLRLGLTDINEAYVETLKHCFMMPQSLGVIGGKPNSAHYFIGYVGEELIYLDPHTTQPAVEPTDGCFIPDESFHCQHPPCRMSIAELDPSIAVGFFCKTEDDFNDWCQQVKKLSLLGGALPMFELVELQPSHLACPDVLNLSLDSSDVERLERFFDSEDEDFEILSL
mIAP block: mouse IAP inhibition | purified mouse IAP, CDP-Star luminescence, 30 min | inhibition, % at 10 µM | hit rate 0.2% among 330,000;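 active means inhibition of at least 40% at 10 µM in the primary screen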;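 further: plate controls were DMSO with enzyme for no effect and no enzyme wells for full effect; values of inactives mirror those of a sister screen read the other way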
tim10-1 inh: growth inhibitors of tim10-1 mutant yeast. S. cerevisiae tim10-1 ts strain growth, BacTiter-Glo, 24 h. inhibition, % at 20 µM. hit rate 2.2% among 330,000. AID 463190;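 active means inhibition of at least 40%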;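 further: mutant grown at 25 °C; 0% = DMSO wells with yeast and 100% = wells holding no yeast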
NALP3 yeast inh: NALP3 inhibition in yeast | Yeast reconstituted NLRP3/ASC/caspase-1, beta-gal luminescence, 24 h | inhibition, % at 10 µM | hit rate 0.39% among 330,000 | AID 2825;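 active means inhibition of 50% or more; inactive means inhibition below 50%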;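 further: plate controls were induced DMSO wells for no effect and uninduced yeast grown without galactose for full effect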
hIAP act: increases human intestinal alkaline phosphatase activity; AID 2524; P09923; purified human IAP, CDP-Star luminescence, 30 min; stronger effect = higher value; 1 = vehicle-only enzyme, 0 = enzyme-free background; hit rate 0.16% among 330,000; activation factor at 10 µM;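 active means activation factor of the enzyme at least 2-fold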; further: the source names both 10 and 20 µM as test concentration; values of inactives mirror those of a sister screen read the other way
TIM10 inh: TIM10 yeast growth inhibition. S. cerevisiae TIM10 strain growth, BacTiter-Glo luminescence, 24 h. inhibition, % at 10 µM. hit rate 1.4% among 330,000;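 active means inhibition of 40% or more at the single tested concentration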;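 further: wild-type TIM10 isogenic control strain grown at permissive 25 °C; 0% = DMSO yeast wells and 100% = minimal medium wells without yeast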
Starred values were filed as active, the others as inactive; / = not tested or not shown.

Results follow in this order: hIAP inh | Apaf-1 inh | mIAP activ | ATG4B inhibitor | mIAP block | tim10-1 inh | NALP3 yeast inh | hIAP act | TIM10 inh
c1ccc2c(c1)oc1c(Nc3ccc(CN4CCOCC4)cc3)ncnc12
→ -4 | 0 | 0.97 | -9 | 3 | -25 | 22 | 1 | -49
COC(=O)c1sccc1-n1cccc1C(=O)NCc1ccccc1
→ 15 | 0 | 1 | -1 | -2 | 6 | 1 | 0.85 | -8
Cc1ccccc1OCCC(=O)OCC(=O)Nc1ccc(C(N)=O)cc1
→ -7 | -28 | 1.1 | -7 | -6 | 5 | -14 | 1.1 | -3
COc1cc(C2c3c([nH]c(=O)[nH]c3=O)Nc3ccc4ccccc4c32)cc(OC)c1OC (centres undefined)
→ -13 | 35 | 0.88 | 0 | 12 | 7 | 15 | 1.1 | 1
Cn1cc(/C=C(\C(=O)O)C(C(=O)O)=C2CCCCC2)c2ccccc21
→ -4 | 21 | 0.95 | -1 | 5 | 9 | 16 | 1 | 7
CCCCN(C)S(=O)(=O)c1ccc(C(=O)Nc2nnc(CSC)o2)cc1
→ 2 | 7 | 1 | -9 | -1 | 14 | 14 | 0.98 | -3
CSCCC(NC(=O)COc1ccccc1)C(=O)N(C)Cc1ccc(F)cc1 (centres undefined)
→ -3 | 0 | 1 | -12 | -2 | 25 | 29 | 1 | 2
O=[N+]([O-])c1ccc(Cl)c2cccnc12
→ 4 | 3 | 0.65 | -4 | 35 | 8 | 13 | 0.96 | -7
O=C(Nc1cccc(Br)c1)c1ccn[nH]1
→ -26 | 27 | 1.1 | -10 | -10 | 1 | 40 | 1.3 | 59*
C=CCNC(=O)c1cnn(-c2ccccc2)c1-c1ccccc1
→ 3 | 7 | 1.1 | 0 | -10 | 18 | 13 | 0.97 | 3
Cc1cc(NC(=O)c2ccccc2Cl)n(C(C)(C)C)n1
→ -10 | 1 | 1.1 | -1 | -6 | -1 | 21 | 1.1 | -22
O=C(CCn1c(=S)[nH]c2ccccc2c1=O)NCCc1ccccc1
→ 2 | -11 | 1 | 0 | -3 | 6 | -3 | 0.98 | -10
CC(=O)N1Cc2cc(N)ccc2Oc2ccccc21
→ -7 | 0 | 0.96 | -3 | 4 | 11 | 1 | 1.1 | 8
O=C(CSc1nc(-c2ccccc2)cc(=O)[nH]1)N1CCc2ccccc21
→ 9 | 11 | 1 | 6 | -1 | 6 | -4 | 0.91 | 7
Cc1ccc(CN2C(=O)CSC2c2ccccc2F)cc1 (centres undefined)
→ -24 | 7 | 0.96 | 4 | 4 | -16 | -7 | 1.2 | -5
Cc1occc1C(=O)Nc1nnc(-c2cccs2)s1
→ -18 | -3 | 0.91 | -7 | 9 | 13 | 7 | 1.2 | 15
COc1ccc(CCn2ccc(O)c(Cc3ccc(Cl)cc3)c2=O)cc1OC
→ 8 | 1 | 0.98 | -6 | 2 | 1 | 11 | 0.92 | 9
C/C(CC(=O)Nc1ccc(Cl)cc1)=N\NC(=O)C(=O)NCCO
→ -2 | -11 | 1 | 0 | -1 | 24 | 7 | 1 | 5
CC(=O)c1cccc(OCC(=O)Nc2ccccc2N2CCOCC2)c1
→ -4 | 2 | 0.94 | 2 | 6 | 16 | 2 | 1 | 7
COc1ccc(CCNC(=O)CN(c2ccc(OC)c(OC)c2)S(C)(=O)=O)cc1OC
→ 19 | -4 | 0.97 | 4 | 3 | 2 | 23 | 0.81 | -1
COc1cccc(/C=C/c2ccc3cccc(O)c3n2)c1
→ -5 | 16 | 0.9 | -2 | 10 | 17 | 6 | 1.1 | 15
CC(COc1ccccc1)N(CCCl)Cc1ccccc1 (centres undefined)
→ 6 | -1 | 0.95 | -2 | 5 | -4 | 25 | 0.94 | -8
CCCc1ccc(C(=O)COC(=O)CN2C(=O)NC3(CCCCC3C)C2=O)cc1 (centres undefined)
→ -12 | 19 | 1.2 | -11 | -17 | 19 | 21 | 1.1 | -2
CC(=O)N(c1ccc(C(F)(F)F)cc1)S(=O)(=O)c1ccc(N2C(=O)CCC2=O)cc1
→ -28 | 10 | 0.99 | -10 | 1 | 7 | -11 | 1.3 | 0
C[C@@H](NC(=O)[C@@H]1Cc2ccccc2CN1)C(=O)Nc1ccc2c(c1)OCO2
→ 12 | 1 | 0.97 | 2 | 3 | -3 | 2 | 0.89 | -4
COc1cc(C)c(C(C)C)cc1S(=O)(=O)n1cnc(C)c1
→ 12 | 11 | 1.1 | -9 | -10 | 20 | 6 | 0.88 | -9
COc1ccc(C(=O)NNC(=S)NC(=O)c2ccc(Cl)cc2)cc1
→ 7 | -13 | 0.92 | -1 | 8 | 18 | 54* | 0.93 | 42*
CC1CCN(C(=S)NC(=O)c2ccccc2)CC1
→ 2 | 4 | 0.95 | -1 | 5 | 5 | 8 | 0.98 | 6
Cc1ccc(C(=O)NCC(=O)OCC(=O)c2c(N)n(C)c(=O)n(C)c2=O)s1
→ 1 | -5 | 0.94 | -3 | 6 | 2 | 10 | 0.99 | 8
O=C(N/N=C/c1cccnc1)C12CC3CC(CC(C3)C1)C2
→ 0 | -16 | 0.98 | -5 | 2 | 8 | 19 | 1 | 15
COc1ccc(OC)c(S(=O)(=O)NCc2ccccn2)c1
→ 0 | -5 | 1 | -1 | -1 | 5 | 11 | 1 | -1
COc1ccc(OC)c(C(=O)Cn2nnc3ccccc3c2=O)c1
→ -6 | -11 | 1 | -11 | -4 | 12 | 16 | 1.1 | -14
O=C1C2CC=C(Cl)CC2C(=O)N1CCCCCCN1C(=O)C2CC=C(Cl)CC2C1=O (centres undefined)
→ 3 | 1 | 1 | 1 | -1 | 19 | -8 | 0.97 | 8
CCc1nnc(NC(=O)c2ccc(COc3ccccc3C)o2)s1
→ 11 | 4 | 0.94 | -2 | 6 | 4 | 19 | 0.89 | -6
Cc1cccc(/N=C/c2c(O)n(Cc3ccc4c(c3)OCO4)c(=O)c3ccccc23)n1
→ 8 | -4 | 0.88 | -17 | 12 | 7 | -3 | 0.92 | -22
CCCN(CCC)CC(O)COc1ccc2c(c1)OCO2 (centres undefined)
→ 8 | 0 | 1.1 | 3 | -7 | 4 | 18 | 0.92 | 17
O=C(CSc1nc2ccc(Cl)cc2[nH]1)NCc1ccco1
→ -6 | 8 | 0.91 | 13 | 9 | 13 | 3 | 1.1 | 9
Cc1ccc(S(=O)(=O)CC(=O)N2CCCC2)cc1
→ 1 | -22 | 0.98 | 8 | 2 | -6 | 22 | 0.99 | -6
COc1ccc2cc(C(=O)O)n(CC(=O)c3ccccc3)c2c1
→ 4 | 2 | 1 | -1 | -4 | 7 | -3 | 0.96 | -20
NC1=NC(=O)C2(COC(c3cccnc3)OC2)S1 (centres undefined)
→ 18 | 0 | 1 | 8 | 0 | -9 | -3 | 0.82 | 5
COc1ccccc1CNC(=O)C1CC2Cn3c(nc4ccccc43)C2N1C (centres undefined)
→ 4 | 3 | 0.99 | -6 | 1 | -9 | 5 | 0.96 | 1
CCc1nnc(NC(=O)CSc2nc(C)cs2)s1
→ 14 | -2 | 0.99 | -19 | 1 | 6 | 10 | 0.86 | -22
CCCCN(CC)Cc1ccc(CNC(=S)Nc2ccc(C)cc2Cl)o1
→ 4 | 8 | 1.2 | 2 | -16 | 0 | 6 | 0.96 | 3
CCOC(=O)c1csc(-c2sccc2Br)n1
→ -2 | -10 | 1 | 12 | -1 | 20 | 13 | 1 | 19
COC(=O)C(N)Cc1ccc(O)c(O)c1 (centres undefined)
→ 21 | -4 | 0.76 | -1 | 24 | 3 | 16 | 0.79 | 11
O=C(CSc1nnc(SCc2ccc(Cl)cc2)s1)N1CCOCC1
→ 15 | 10 | 0.94 | -7 | 6 | -1 | 10 | 0.85 | 5
Cc1ccccc1-c1nnc(SCC(=O)c2c(N)n(C3CC3)c(=O)[nH]c2=O)o1
→ 2 | -11 | 1.1 | -3 | -5 | 2 | 1 | 0.98 | -1
O=C(NCC(=O)N(CCN1CCOCC1)C(C(=O)NC1CCCC1)c1cccnc1)c1cccs1 (centres undefined)
→ -10 | -8 | 1.1 | -5 | -7 | -14 | 16 | 1.1 | -7
COc1cccc(C(=O)NC(C)CCc2ccccc2)c1 (centres undefined)
→ -6 | -7 | 1 | 6 | -1 | -7 | 28 | 1.1 | -8
Cc1ccc(N(C(=O)c2csnn2)C(C(=O)NC2CCCC2)c2cccnc2)c(C)c1 (centres undefined)
→ 3 | 12 | 1.1 | 1 | -7 | 3 | -7 | 0.97 | -16
CCCCNC(=O)CCCCCNS(=O)(=O)c1ccc(Br)cc1
→ -5 | -7 | 1 | -5 | -1 | 3 | 11 | 1.1 | 7
CCN1CCc2c(sc(NC(=O)c3cc4ccccc4cc3OC)c2C(N)=O)C1
→ -11 | 65* | 1.2 | -6 | -17 | 7 | 32 | 1.1 | 37
O=C(NC1CCCC1)C1c2ccccc2C(=O)N1C1CCCCC1 (centres undefined)
→ 2 | -11 | 1 | -4 | -2 | -4 | 1 | 0.98 | -15
COc1ccc(N2CCN(c3ccc(NC(=O)NN)cc3)CC2)cc1
→ -6 | -4 | 0.93 | -3 | 8 | -4 | 16 | 1.1 | -10
CCC(C)NC(=O)Cn1nc(C(F)(F)F)c2c1CCC2 (centres undefined)
→ -5 | -1 | 1.1 | 3 | -5 | 11 | 3 | 1.1 | -9
Cc1sc2c(c1C)c(=O)n(-c1ccc(Cl)cc1)c(=O)n2Cc1cc(=O)n2ccccc2n1
→ -9 | 6 | 1 | 6 | -1 | -3 | -11 | 1.1 | 2
Cc1ccc(NC(=O)c2cccnc2)cc1C
→ 14 | -12 | 1.1 | -3 | -7 | -9 | 28 | 0.85 | 0
Cc1cc(C)nc(SCC(=O)Nc2ncc(C(F)(F)F)cc2Cl)n1
→ -2 | -5 | 0.94 | 0 | 6 | 26 | 1 | 1 | -29
Cn1c(SCC(=O)OCc2ccccc2)nnc1-c1ccco1
→ 7 | 5 | 0.97 | 0 | 3 | 17 | 6 | 0.93 | 0
Cc1ccc(-c2cc(C(=O)NC3=NCCS3)c3cc(Br)ccc3n2)o1
→ -3 | 25 | 0.98 | / | 2 | 35 | 14 | 1 | 8

Further records follow:
Results follow in this order: hIAP inh | Apaf-1 inh | mIAP activ | ATG4B inhibitor | mIAP block | tim10-1 inh | NALP3 yeast inh | hIAP act | TIM10 inh
Cc1c(C(N)=O)sc2ncn(CC(=O)N3CCC(C)CC3)c(=O)c12
→ -7 | -3 | 1.1 | 5 | -10 | -3 | -9 | 1.1 | 5
O=C(CSc1nnc(SCC(=O)c2ccco2)s1)c1ccco1
→ -9 | 4 | 0.86 | -8 | 14 | 27 | 13 | 1.1 | -3
COC(=O)c1ccccc1NC(=O)C1COc2ccccc2O1 (centres undefined)
→ -18 | 1 | 1 | 0 | 0 | 23 | 22 | 1.2 | 20
Cc1nnc(SC(C)C(=O)NC2CCCCC2C)s1 (centres undefined)
→ 0 | 3 | 1.1 | 4 | -8 | 10 | 12 | 1 | -8
